HMGR II inh: E. faecalis class II HMG-CoA reductase inhibition; purified E. faecalis HMGR, NADPH absorbance 340 nm kinetic; inhibition, % at 10 µM; hit rate 0.41% among 190,000; AID 1066;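 active = inhibition above a set limit, the median over all tested compounds plus 3 SD, cut at about 9.5% in these data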;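 also: enzyme runs in reverse so mevalonate oxidation gives rising NADPH absorbance; 0% = complete reaction with DMSO and 100% = background rate lacking mevalonate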
Diaphorase inh: inhibits diaphorase or chemically oxidizes, flagging diaphorase assay artifacts | hit rate 0.69% among 190,000 | diaphorase resazurin-to-resorufin fluorescence, NADH, 16 min; bacterial (C. kluyveri) enzyme, not human | AID 1217 | inhibition, % at 20 µM;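 active = primary screen inhibition at 20 µM above a set limit, cut at about 50% in these data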;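 also: plate controls were DMSO with full reaction for no effect and wells lacking NADH for full effect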
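Detection: fluorescence of resorufin formed from resazurin, Ex 544/Em 590 nm; test system: Clostridium kluyveri diaphorase enzyme; amount: 0.14 U/mL diaphorase, enzyme working solution; times: 16-min room-temperature incubation before reading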
FLuc stim CS: affects firefly luciferase, flagging false hits in luciferase stimulation screens; P08659; 200,000 tested, under 10 active; activation factor at 10 µM; ATPlite luciferase biochemical, luminescence, 10 min; 0 = ATP-free wells, 1 = DMSO control;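 active = luciferase activation factor, scaled between plate controls, of at least 2 with compound at 10 µM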
Target sequence (P08659 whole entry, looked up): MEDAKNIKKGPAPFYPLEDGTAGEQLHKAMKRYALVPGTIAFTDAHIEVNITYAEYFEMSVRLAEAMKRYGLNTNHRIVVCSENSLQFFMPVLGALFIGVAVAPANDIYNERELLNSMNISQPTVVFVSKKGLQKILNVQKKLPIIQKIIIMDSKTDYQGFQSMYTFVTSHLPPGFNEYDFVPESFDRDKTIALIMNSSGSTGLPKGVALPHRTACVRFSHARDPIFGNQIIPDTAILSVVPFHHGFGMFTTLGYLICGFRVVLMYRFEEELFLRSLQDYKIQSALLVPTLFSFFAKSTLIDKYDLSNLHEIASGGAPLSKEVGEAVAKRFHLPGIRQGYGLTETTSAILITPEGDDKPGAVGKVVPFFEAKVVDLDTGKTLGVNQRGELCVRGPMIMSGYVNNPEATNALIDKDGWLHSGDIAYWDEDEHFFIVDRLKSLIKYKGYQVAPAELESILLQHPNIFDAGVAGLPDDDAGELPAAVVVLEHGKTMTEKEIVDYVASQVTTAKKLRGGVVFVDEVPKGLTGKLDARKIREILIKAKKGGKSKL
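Assay system: Luciferase/luciferin detection reagent, cell-free biochemical luciferase assay / Also added: ATP substrate / Schedule: 10 min at ambient temperature / Measured by: luminescence measurement of luciferase light output / Benchmarks: low control with PBS replacing ATP, high control enzyme plus ATP without compound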
TNAP act hiacc: activators of human TNAP at high phosphate acceptor concentration | activation factor at 20 µM | 200,000 tested, under 10 active | purified TNAP, CDP-star luminescence, 1 M DEA, 30 min; stronger effect = higher value; 0 = EDTA background, 1 = DMSO-only activity | P05186 | AID 1136;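 active = activation factor at least 2 at 20 µM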
Target sequence (P05186 whole entry, looked up): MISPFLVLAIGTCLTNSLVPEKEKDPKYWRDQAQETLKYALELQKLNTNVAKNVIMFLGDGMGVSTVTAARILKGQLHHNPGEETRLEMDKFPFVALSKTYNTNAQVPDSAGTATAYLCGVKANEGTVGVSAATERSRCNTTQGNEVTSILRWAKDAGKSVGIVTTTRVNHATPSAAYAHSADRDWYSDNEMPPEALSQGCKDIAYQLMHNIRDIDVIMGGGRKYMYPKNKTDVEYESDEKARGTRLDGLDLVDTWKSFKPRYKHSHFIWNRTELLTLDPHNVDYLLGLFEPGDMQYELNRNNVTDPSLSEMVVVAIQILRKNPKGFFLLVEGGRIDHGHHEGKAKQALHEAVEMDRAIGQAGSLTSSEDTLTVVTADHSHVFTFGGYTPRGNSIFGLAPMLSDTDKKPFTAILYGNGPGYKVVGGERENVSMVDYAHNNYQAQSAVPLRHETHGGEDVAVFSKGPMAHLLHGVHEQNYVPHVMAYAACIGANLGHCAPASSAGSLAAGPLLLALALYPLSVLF
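Dosing: 20 µM single point. System: human TNAP. Amount: TNAP 1/800 final. Incubation: 30 min, room temperature. Read-out: TNAP activation factor scaled between EDTA and DMSO control wells. Signal: luminescence from CDP-star hydrolysis. Medium: 1 M DEA, pH 9.8, Mg2+, Zn2+. Control set: EDTA negative control, DMSO positive control.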
Diaph act CS: diaphorase activation or chemical reduction counter-screen. Diaphorase/resazurin coupled assay, resorufin fluorescence, 16 min; stronger effect = higher value; 1 = vehicle wells, 0 = NADH-free wells. hit rate 0.005% among 190,000. AID 1229. activation factor at 20 µM;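 active = diaphorase activity raised at least twofold by the compound at 20 µM; inactive = activation factor below 2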
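Test system: Clostridium kluyveri diaphorase, purified enzyme. Buffer or medium: 50 mM HEPES pH 7.4 buffer plus MgCl2 and Tween 20. Also added: 0.114 mM NADH and 0.1 mM resazurin, final amounts. Dosing: compound 20 µM once, DMSO 1%. Schedule: 16 min enzyme reaction, ambient temperature. Detection: fluorescence of resorufin, 544 nm excitation, 590 nm emission.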
TNAP inh hi DEA: inhibitors of human TNAP at high phosphate acceptor concentration. P05186. purified TNAP, CDP-star luminescence, 1 M DEA. inhibition, % at 20 µM. hit rate 0.03% among 200,000. AID 1135;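 active = over 50% inhibition of tissue-nonspecific alkaline phosphatase at 20 µM in the single-dose screen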;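 also: plate controls were DMSO wells for no effect and EDTA-quenched wells as full inhibition for full effect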
TNAP inh no acc: inhibitors of human TNAP without phosphate acceptor. P05186. purified TNAP, CDP-star luminescence, 30 min. inhibition, % at 20 µM. hit rate 0.26% among 200,000. AID 1012;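 active = tissue-nonspecific alkaline phosphatase inhibition above about 50% at 20 µM in the single-dose screen, limit read from the data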;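 also: 0% = DMSO negative control and 100% = EDTA positive control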
PMI activator: increases human mannose-6-phosphate isomerase activity; P34949; purified human PMI, coupled resazurin fluorescence, 20 min; stronger effect = higher value; 1 = vehicle control, 0 substrate-free wells; activation factor at 20 µM; hit rate 0.005% among 190,000;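 active = activation factor of 2 or more at 20 µM, relative to plate controls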
G6PDH CS: inhibits Leuconostoc G6PDH, flagging false hits in G6PDH-based assays; Purified L. mesenteroides G6PDH, diaphorase/resazurin coupled fluorescence, 45 min; inhibition, % at 5 µM; hit rate 0.12% among 200,000; AID 1020; in the data active = inhibition above about 50%
PMI act hi M6P: increases human PMI activity with near-saturating mannose 6-phosphate; coupled PMI enzyme assay, resazurin fluorescence, 20 min; stronger effect = higher value; 1 = untreated enzyme, 0 = substrate-free blank; activation factor at 20 µM; hit rate 0.34% among 190,000; AID 1216;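 active = activation factor of 2 or more at 20 µM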
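test system = human PMI in coupled enzyme assay | medium = HEPES-buffered pH 7.4 with magnesium and detergent | also added = 1.0 mM mannose-6-phosphate substrate with 0.22 mM NADP+ | compound = 20 µM single dose | times = 20 min incubation at room temperature | measured by = resorufin fluorescence (Ex 544/Em 590 nm) from resazurin via diaphorase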
* = called active by the depositor; . = no result given.

no.	compound	PMI act hi M6P	TNAP inh hi DEA	Diaph act CS	G6PDH CS	TNAP inh no acc	FLuc stim CS	HMGR II inh	PMI activator	TNAP act hiacc	Diaphorase inh
1	O=[N+]([O-])c1ccc(CCNc2cccc3ccccc23)c([N+](=O)[O-])c1	0.6	7	0.8	-8	14	1	-6	0.8	0.9	19
2	O/N=C/c1cn(-c2ccccc2)nn1	0.9	0	0.9	4	-1	1	3	0.9	1	10
3	CCc1ccc(CN(C)CC(=O)Nc2sccc2C#N)cc1	0.9	1	0.9	2	-3	1.1	-5	1	1	11
4	COC(=O)c1c(NC(C)=O)sc(C(=O)Nc2ccccc2)c1C	1	1	1	6	-2	1	1	0.9	1	1
5	COc1ccc(N2C(=O)/C(=C/c3ccc([N+](=O)[O-])cc3)C=C2c2ccccc2)cc1	1	15	0.9	-4	11	1.1	-3	1	0.8	6
6	CSc1n[nH]c(NCc2ccc(C)cc2)n1	1.1	3	1	-4	17	0.4	-5	1	1	4
7	O=C1C2CCCN2C(=O)N1CCCCN1CCN(CCO)CC1 (stereo unspecified)	1	2	0.9	6	-3	1	-1	1.1	1	8
8	Cc1ccc(CNc2nc(C)nc3sc4c(c23)CCC4)cc1	0.9	-6	0.8	-4	-11	1	-5	0.9	1.1	19
9	CN(C)/C=C/c1onc(-c2c(F)cccc2Cl)c1C#N	1	-1	0.9	2	-6	1	-2	1	1	11
10	CC(C)=CCCC(C)NC(=O)NC1CCCCC1 (stereo unspecified)	0.9	2	0.9	6	-7	1	0	0.9	1	14
11	CCOC(=O)C(NCCc1ccccc1F)(NC(=O)CC)C(F)(F)F (stereo unspecified)	1.1	-4	1.1	8	-2	1.1	-9	1.1	1	-6
12	Cc1ccc2c(N)c(C(=O)N(c3ccccc3)c3ccccc3)sc2n1	0.9	3	0.8	-4	-1	1	-6	0.9	1	18
13	OCCN1CCN(c2ncnc3ccc(Br)cc23)CC1	0.9	-5	1.1	1	-13	1	2	1	1	-7
14	N#Cc1c2n(c3c(=O)n(Cc4ccccc4Cl)cnc13)CCCCC2	0.9	-3	0.8	7	-8	1.1	.	1.1	1	16
15	Cc1csc(SCC(=O)NC2CCCCC2)n1	1.1	-7	0.9	-10	-11	1.1	-3	1	1.1	5
16	COc1ccc(NS(=O)(=O)c2ccc(O)c(C(=O)OCC(=O)NC(C)C3CC4CCC3C4)c2)cc1 (stereo unspecified)	1.2	-3	0.9	7	-4	1.1	-2	1.1	1	9
17	CCCCC(=O)NC(=S)NNC(=O)c1ccc(Cl)cc1Cl	1.3	-4	0.9	5	-142	1	0	1.1	1	14
18	CCOC(=O)N=Nc1c(O)n(CC(=O)OC)c2ccccc12	0.9	1	0.9	5	3	1	-2	1	1	9
19	O=S(=O)(c1ccc(Cl)cc1)N1CCC2(CC1)CO2	1	-6	0.9	3	-10	1	-2	1	1.1	9
20	c1cnc2ccc(C(c3nnnn3C3CCCCC3)N3CCCCC3)cc2c1 (stereo unspecified)	0.9	-2	0.8	7	-3	1	-4	0.9	1	21
21	CC1CCCC(NC(=O)COC(=O)CCSc2ccccc2)C1C (stereo unspecified)	1	-6	0.8	2	-6	1.1	-4	1	1.1	15
22	O=C(OCCCN1CCCCC1)c1ccc(O)cc1	0.8	-7	0.9	13	-9	1	-9	0.9	1.1	7
23	CCC1SC(CC)C(=O)N(CC(=O)NCc2ccc(F)cc2)C1=O (stereo unspecified)	1	-4	0.8	7	-14	1	2	1	1	15
24	COC(=O)c1cc2ccsc2n1Cc1nc(-c2ccc(OC)cc2)oc1C	0.9	-3	0.8	-29	-8	1.1	1	0.8	1	22
25	CC(C)CC(=O)N=C1SC2CS(=O)(=O)CC2N1CCc1ccccc1 (stereo unspecified)	0.9	-8	0.8	7	-9	1	-6	0.9	1.1	22
26	Cc1ccccc1NC(=O)NCC1CCCO1 (stereo unspecified)	0.9	1	1	4	-6	1	2	0.9	1	4
27	CCc1ccccc1NC(=O)C1CCN(C(=O)c2ccc([N+](=O)[O-])cc2)CC1	0.8	-1	0.7	6	-6	1	6	0.8	1	30
28	COc1ccc(/C=N\NS(=O)(=O)c2ccc(Cl)cc2)cc1COc1ccccc1[N+](=O)[O-]	1	-2	1.1	2	-5	1	-7	1.2	1	-8
29	O=C(COc1ccc(C(=S)N2CCOCC2)cc1Cl)Nc1ccccc1Cl	1	1	1	5	-3	1	-2	0.8	1	4
30	OCC[n+]1ccc(/C=C/c2c[nH]c3ccccc23)cc1	0.6	16	1	24	4	1	-1	1	0.8	0
31	COC(CNC(=O)C1CC(=O)N(CCc2ccccc2)C1)OC (stereo unspecified)	0.9	-3	0.8	-4	-19	1	1	0.9	1	19
32	COc1ccccc1C(=O)NCCc1nc2ccccc2[nH]1	0.9	-6	0.8	3	-12	1.1	-6	1	1.1	21
33	Cc1cc(C)cc(Nc2cc(=O)n(C3CCCCC3)c(=O)[nH]2)c1	0.8	-2	0.8	2	8	1	-1	0.9	1	17
34	O=C(Oc1ccccc1)c1ccc2nsnc2c1	1	-3	1	12	-8	0.9	0	1	1	-4
35	COc1ccccc1/C=C/C=N/NC(=O)Cc1cccn1C	1	-3	0.8	0	-6	1	-6	1.1	1	18
36	CCCCOC(=O)CCn1[nH]c(=O)c2ccccc2c1=O	1	-7	0.9	1	6	1.1	4	1.1	1.1	13
37	CC(=O)Nc1cccc(NC(C)=C(C#N)C#N)c1	1	-2	0.9	4	-4	1	-2	0.8	1	10
38	COc1cc(NC(=O)CSc2ncnc3scc(-c4ccccc4)c23)c(C(=O)O)cc1OC	1.1	-1	0.6	4	-3	1.1	-7	1.1	1	37
39	CC(C)Sc1nc2c(c(=O)[nH]c(=O)n2C)n1CC(O)COc1ccccc1 (stereo unspecified)	1.1	0	0.9	1	-12	1	4	1	1	7
40	Cn1nnnc1SCC(=O)NCc1cccc(C(=O)O)c1	1.1	-6	1.1	7	-10	1	0	1	1.1	-13
41	O=S(=O)(Nc1nccs1)c1ccc(Br)cc1	1.1	-8	1	-1	-15	1	-2	1.1	1.1	2
42	O=C(CSc1nnnn1Cc1ccccc1)N1CCN(c2ccccc2)CC1	0.9	-1	1	-16	-6	1	-3	0.9	1	-1
43	O=C(Nc1ccccc1Cl)O/N=C(/c1ccccc1)c1ccccn1	0.9	1	1	19	10	1	-1	0.9	1	4
44	O=C(c1cnc2n(c1=O)CCS2)N1CCN(c2ccc(Cl)c(Cl)c2)CC1	1	-4	0.9	-2	-9	1.1	-6	1	1	10
45	O=C1CC(c2ccccc2)Cc2nc(N3CCc4ccccc4C3)ncc21 (stereo unspecified)	1	-1	0.9	7	-5	1.1	-3	1	1	12
46	Cc1nc(-c2cccc(NS(=O)(=O)c3ccc4ccccc4c3)c2)cs1	1	-2	0.9	2	-9	1	-2	0.9	1	14
47	Fc1ccc(Nc2ncnc3sc4c(c23)CCC4)cc1F	0.9	-1	0.9	3	-4	1	-8	0.8	1	14
48	CC(O)c1nc2ccccc2n1CCOc1ccccc1 (stereo unspecified)	1.1	-3	1	22	-8	1	-2	1.2	1	2
49	CCOC(=O)CNC(=O)c1sc2nc(C)cc(C)c2c1N	1.2	-9	0.8	-8	-17	1	-3	1.2	1.1	17
50	CN(c1ncc(C(F)(F)F)cc1Cl)N1C(=O)C2ONC3(C(=O)CC(C)(C)CC3=O)C2C1=O (stereo unspecified)	1	-3	0.9	3	-12	1.1	4	1.1	1	8

Sorted by value in FLuc stim CS (smallest number first): 3 of the compounds above
| # | compound | FLuc stim CS |
| --- | --- | --- |
| 34 | O=C(Oc1ccccc1)c1ccc2nsnc2c1 | 0.9 |
| 41 | O=S(=O)(Nc1nccs1)c1ccc(Br)cc1 | 1 |
| 45 | O=C1CC(c2ccccc2)Cc2nc(N3CCc4ccccc4C3)ncc21 (stereo unspecified) | 1.1 |

(continued)
no.	compound	PMI act hi M6P	TNAP inh hi DEA	Diaph act CS	G6PDH CS	TNAP inh no acc	FLuc stim CS	HMGR II inh	PMI activator	TNAP act hiacc	Diaphorase inh
51	CN1CCN(C(=O)c2ccc(-n3cccc3)cc2)CC1	1	-5	0.9	2	-10	1.1	-2	1	1	13
52	CC(=O)NCCn1c(SCc2cc(=O)n3cc(Cl)ccc3n2)nc2ccccc2c1=O	0.9	1	0.8	2	1	1	-17	0.9	1	17
53	Cc1ccc(OCC(=O)N/N=C/c2cn(Cc3ccccc3)c3ccccc23)cc1	1.3	-2	0.9	-1	2	1	-5	1.2	1	10
54	COC(=O)CSc1nc2ccc(C)cc2[nH]1	1	-1	0.9	-3	-4	0.8	5	0.9	1	9
55	Cc1cc(C(=O)CSc2nnc(NCc3ccccc3)s2)c(C)n1C	0.9	-6	0.8	-7	-12	1	-4	0.9	1.1	16
56	C=C(C)CNC(=S)N=Nc1c(O)[nH]c2ccc([N+](=O)[O-])cc12	1	13	0.8	-11	-71	1	3	1	0.9	16
57	O=C(O)c1ccc(-c2nc(-c3ccccc3)c(-c3ccccc3)[nH]2)cc1	1.1	-4	0.9	0	-8	1	-4	1.1	1	8
58	CCN(CC)Cc1cc(CCNC(=O)c2ccc(Cl)cc2)ccc1O	1	-1	0.9	0	-7	1	2	1	1	8
59	CC(=O)c1ccc(NC(=O)c2ccc(COc3ccccc3[N+](=O)[O-])o2)cc1	0.9	-4	0.9	-4	-3	1	-1	0.9	1	10
60	CC(C)c1nc(SCC(=O)Nc2ccc(N(C)C)cc2)c2ccccc2n1	1	-3	1	0	-18	1	-4	1	1	-2
61	c1ccc(CSc2ccc(-c3ccco3)nn2)cc1	1	4	0.9	-15	-7	0.2	-4	1	1	13
62	CN(C)C(=S)Nc1ccc2c(c1)OCO2	0.9	-6	1	-1	-20	1	-1	0.7	1.1	4
63	COc1ccccc1CNC(=O)C1CCCN(S(C)(=O)=O)C1 (stereo unspecified)	0.9	-3	0.9	8	-7	1.1	4	0.9	1	11
64	COC(=O)c1cc(C(=O)OC)cc(N2C(=O)CC(NNC(=O)c3ccccc3Cl)C2=O)c1 (stereo unspecified)	0.9	-1	0.9	8	-10	1	-1	0.9	1	10
